Screening data from PubChem BioAssay.
S1P4 antagonist: antagonists of human S1P4 receptor; O95977; S1P4-expressing cells, antagonist mode, reporter read-out; inhibition, % at 4.98 µM; hit rate 0.26% among 220,000; AID 1510; in the data active = inhibition above about 29%;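 note: 0% = wells stimulated with agonist and 100% = vehicle wells without agonist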
Target sequence (O95977 whole entry, looked up): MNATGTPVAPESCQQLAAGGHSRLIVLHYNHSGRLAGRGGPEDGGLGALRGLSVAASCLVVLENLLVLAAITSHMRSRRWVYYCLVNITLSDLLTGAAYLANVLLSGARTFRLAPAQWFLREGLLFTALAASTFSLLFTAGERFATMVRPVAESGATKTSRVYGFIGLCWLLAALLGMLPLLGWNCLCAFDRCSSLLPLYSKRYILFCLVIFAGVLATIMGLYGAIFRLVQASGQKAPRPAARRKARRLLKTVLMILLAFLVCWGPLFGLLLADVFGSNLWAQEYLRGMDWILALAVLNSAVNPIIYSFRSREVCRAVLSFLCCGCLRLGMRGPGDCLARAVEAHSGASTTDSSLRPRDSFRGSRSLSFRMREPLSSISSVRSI
S1P4 ag: human S1P4 receptor agonism; O95977; S1P4-expressing cell line, agonist reporter assay; activation, % at 4.98 µM; hit rate 0.35% among 220,000; AID 1509; in the data active = activation above about 11%;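 note: 0% = DMSO vehicle and 100% = reference agonist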
RBBP9 inh: inhibitors of human serine hydrolase RBBP9. hit rate 0.2% among 220,000. recombinant RBBP9, FP-Rh probe fluorescence polarization. AID 1515. O75884. inhibition, % at 7.94 µM;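 active = inhibition above the campaign mean of all tested compounds plus 3 SD, cut at about 14% in these data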;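 note: plate controls were DMSO wells with RBBP9 for no effect and wells lacking RBBP9 protein for full effect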
Target sequence (O75884 whole entry, looked up): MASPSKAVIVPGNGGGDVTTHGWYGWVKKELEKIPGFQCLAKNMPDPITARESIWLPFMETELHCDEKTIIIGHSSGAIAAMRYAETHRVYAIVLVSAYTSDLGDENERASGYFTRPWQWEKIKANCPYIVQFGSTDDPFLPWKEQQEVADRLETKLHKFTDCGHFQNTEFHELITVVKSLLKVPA
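Test system – recombinant human RBBP9 · Input – RBBP9 2.5 µM in dispensing solution, pre-mixing · Medium – Tris buffer pH 8.0, NaCl, Pluronic · Schedule – preincubation 30 min plus labeling 45 min at 25 °C · Measured by – fluorescence polarization · Measure – % inhibition · Controls – DMSO and no-protein wells · Replicates – one well per compound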
NPY-Y2 PAM-ag: human NPY-Y2 potentiation or agonism, primary screen; cells expressing NPY-Y2, potentiator/agonist read-out; activation, % at 3.6 µM; hit rate 0.45% among 220,000; AID 1359; in the data active = activation above about 27%;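 note: cells stimulated with NPY near EC25 plus isoproterenol at EC100; 0% = vehicle plus submaximal agonist and 100% = vehicle plus saturating agonist; some results beyond the cut were filed as inactive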
Target sequence (P49146 whole entry, looked up): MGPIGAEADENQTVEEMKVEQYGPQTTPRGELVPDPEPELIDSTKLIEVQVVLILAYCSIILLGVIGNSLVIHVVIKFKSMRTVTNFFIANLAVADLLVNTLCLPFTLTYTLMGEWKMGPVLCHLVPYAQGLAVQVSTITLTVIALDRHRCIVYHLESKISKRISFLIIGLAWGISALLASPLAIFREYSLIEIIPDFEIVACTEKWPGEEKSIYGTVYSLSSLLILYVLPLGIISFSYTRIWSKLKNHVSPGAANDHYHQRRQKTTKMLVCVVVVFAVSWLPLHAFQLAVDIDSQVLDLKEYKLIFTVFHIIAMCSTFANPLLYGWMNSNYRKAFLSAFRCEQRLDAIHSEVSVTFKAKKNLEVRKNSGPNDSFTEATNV
Ba/F3 V617F tox: lowers viability of Ba/F3 cells expressing EpoR and JAK2V617F | ATP luminescence | inhibition, % at 5.6 µM | hit rate 1.1% among 220,000 | AID 1446;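 active = inhibition above the campaign mean plus 3 SD over all tested compounds, cut at about 24% in these data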;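 note: cytokine-independent growth of Ba/F3 cells driven by EpoR plus mutant JAK2; 0% = DMSO-treated cells and 100% = JAK inhibitor I control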
NPY-Y1 antag: blocks the human neuropeptide Y Y1 receptor | HEK293-CNG Y1 cells, membrane potential fluorescence; NPY at EC95, then isoproterenol | inhibition, % at 3.6 µM | P25929 | hit rate 1% among 200,000;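 active = inhibition above the campaign mean inhibition of all tested compounds plus 3 SD, cut at about 20% in these data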;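 note: 0% = DMSO wells given NPY plus isoproterenol and 100% = isoproterenol alone without NPY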
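System: HEK293 cells with Y1 receptor plus CNG channel / Probe or stimulus: NPY 25 nM then isoproterenol 1 µM plus Ro 20-1724 25 µM / Compound: one concentration, 3.6 µM, in 0.4% DMSO / Schedule: compound incubation 1 h at room temperature, readout 45 min post-stimulation / Measured by: membrane potential fluorescence / Read-out: % inhibition of NPY effect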
BaF3 parental: counter-screen for JAK2V617F inhibitors: parental Ba/F3 viability inhibitors; AID 1486; inhibition, % at 5.6 µM; CellTiter-Glo ATP luminescence; hit rate 1.1% among 220,000;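 active = inhibition above a per-campaign cutoff, the mean inhibition of all tested compounds plus 3 SD, cut at about 27% in these data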;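 note: 0% = DMSO wells and 100% = JAK Inhibitor I control wells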
NPY1 pot ag: potentiates or activates human NPY-Y1 receptor. NPY-Y1 expressing cells, potentiator/agonist activation. activation, % at 3.6 µM. hit rate 0.37% among 220,000. AID 1304; in the data active = activation above about 33%, passing the limit was not always enough;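 note: cells stimulated with NPY at EC10 then isoproterenol at EC100; 0% = low agonist plus stimulus and 100% = saturating agonist plus stimulus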
Runt-CBFb FRET: inhibitors of human RUNX1 Runt domain binding to CBFb. Q01196+Q13951. Cerulean-Runt/Venus-CBFb FRET ratio 530/480, 1 h. inhibition, % at 20 µM. hit rate 0.46% among 220,000. AID 1496;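 active = inhibition over about 50% at 20 µM in the single-dose screen, limit read from the data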;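 note: 0% = DMSO wells and 100% = excess unlabeled CBFb competitor control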
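Assay system: Cerulean-tagged RUNX1 Runt domain (FRET donor) fusion protein / Amount: 100 nM each of Venus-CBFb and Cerulean-Runt domain / Medium: Tris buffer pH 7.5 with salts and BSA / Also added: Venus-CBFb 100 nM / Schedule: 1 h complex formation plus 1 h compound treatment, room temperature / Signal: FRET fluorescence / Read-out: loss of energy transfer signal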
The depositor's hits bear a star; nt = not tested or not shown.

#1 CCN(CC(=O)NCc1ccc(F)cc1)C(=O)COc1ccc2ccccc2c1
#2 COc1cc(NC(=O)Cc2nn(C)c(=O)c3ccccc23)cc(OC)c1
#3 CN(Cc1ccccc1)c1nc(N)c([N+](=O)[O-])c(NCc2ccccc2)n1
#4 CC(=O)c1ccc(N2CCN(S(=O)(=O)c3cccc4nonc34)CC2)cc1
#5 COc1ccccc1NC(=O)Cn1nnc(-c2ccccc2NC(=O)c2cc3ccccc3oc2=O)n1
#6 CCn1cc2c(c1-c1cccc(C)c1)c(=O)n(C)c(=O)n2C
#7 CN(C)S(=O)(=O)c1ccc(C(=O)OCC(=O)NCc2ccccc2)cc1
#8 CN1CCN(c2ccc(Cl)cc2NC(=O)c2ccc(S(=O)(=O)N3CCCCCC3)cc2)CC1
screen / no.,1,2,3,4,5,6,7,8
S1P4 antagonist,-16,11,-20,-4,-1,-19,-10,-12
S1P4 ag,1.8,-0.8,0.2,-0.1,1.9,0.9,1.9,0.1
RBBP9 inh,1,-3,-10,-5,-7,-12,1,-8
NPY-Y2 PAM-ag,-7,-11,7,16,-8,-4,14,-5
Ba/F3 V617F tox,4,1,0,-4,-3,-1,-6,5
NPY-Y1 antag,10,-3,11,nt,-2,-1,0,6
BaF3 parental,10,8,7,-3,2,6,6,7
NPY1 pot ag,-9,-10,-20,24,0,7,11,-21
Runt-CBFb FRET,0,0,-4,-1,-6,-1,0,-2

Arranged by value in RBBP9 inh (highest first): 3 from the list above.
entry	SMILES	RBBP9 inh
1	CCN(CC(=O)NCc1ccc(F)cc1)C(=O)COc1ccc2ccccc2c1	1
4	CC(=O)c1ccc(N2CCN(S(=O)(=O)c3cccc4nonc34)CC2)cc1	-5
8	CN1CCN(c2ccc(Cl)cc2NC(=O)c2ccc(S(=O)(=O)N3CCCCCC3)cc2)CC1	-8

Going on with the list.
#9 CCOc1ccc(-c2cc(C(=O)NCC3CCCO3)c3ccccc3n2)cc1 (configuration not stated)
#10 Cc1ccc2c(c1)N(C(=O)CCC(=O)O)CCO2
#11 COC(=O)C1=C(C)Nc2nnnn2C1c1ccco1 (configuration not stated)
#12 Nc1ccc(C(=O)N(CCO)CCO)cc1
#13 COc1ccccc1S(=O)(=O)Nc1ccc(-c2nnc3n2CCCCC3)cc1
#14 O=C(CNCCO)N1CCc2ccccc21
#15 CCc1ccccc1Nc1nc(N)nc(CSc2nnc3ccccn23)n1
#16 CCOC(=O)C1=C(C)N(C)C(C)=C(C(=O)OCC)C1c1ccsc1
screen / no.,9,10,11,12,13,14,15,16
S1P4 antagonist,-7,-4,-1,9,-2,-10,13,0
S1P4 ag,-0.1,4.6,6.2,-0.5,1.4,-1.2,1.5,1.1
RBBP9 inh,-2,-7,-4,0,-6,0,-9,2
NPY-Y2 PAM-ag,-12,-6,-9,-11,-5,-3,6,11
Ba/F3 V617F tox,0,0,-1,0,-1,0,1,2
NPY-Y1 antag,2,0,4,0,5,-1,-1,5
BaF3 parental,4,3,4,5,-1,0,-1,6
NPY1 pot ag,-25,-39,-7,-10,5,-9,-18,-2
Runt-CBFb FRET,-5,1,2,-2,-1,-2,0,0

#17 O=C(Nc1ccc(OCC(F)(F)C(F)F)c(C(F)(F)F)c1)c1ccccc1
#18 CCCc1nc2sc3ccccc3c(=O)c2c(=O)n1Cc1ccco1
#19 COc1cccc(-c2nnc(NC(=O)c3ccc4ncsc4c3)o2)c1
#20 OCCC1CN(Cc2ccccn2)CCN1C1CCCC1 (configuration not stated)
#21 Cc1cc(Cl)c(S(=O)(=O)N2CCCCCC2)cc1OCC(=O)NC1CCCCC1
#22 COC(=O)c1ccccc1NC(=O)c1cc([N+](=O)[O-])nn1Cc1ccccc1
#23 Cc1ccc(C(=O)C(C)Sc2nnc(N)s2)cc1 (configuration not stated)
#24 NNC(=O)c1snnc1-c1ccccc1
screen / no.,17,18,19,20,21,22,23,24
S1P4 antagonist,-7,-3,-11,-11,-14,-16,3,18
S1P4 ag,0.1,-0.6,-0.9,0.0,-0.2,1.3,-0.5,0.1
RBBP9 inh,-16,-7,-8,-5,-1,-8,3,-11
NPY-Y2 PAM-ag,-15,7,-4,-17,13,-7,7,6
Ba/F3 V617F tox,-2,-6,4,-1,-3,0,0,-6
NPY-Y1 antag,2,2,8,-3,1,-2,-2,nt
BaF3 parental,1,1,8,7,2,0,3,-2
NPY1 pot ag,-39,-38,-22,14,-73,0,-17,6
Runt-CBFb FRET,nt,-10,29,1,-2,2,0,-1

#25 CN(C)c1ccc(/C=N/NC(=O)CCCCCNC(=O)c2ccccc2)cc1
#26 CCOC(=O)c1c(NC(=O)CSc2nnc3ccccn23)sc2c1CCC2
#27 O=c1c2sc3nc(N4CCOCC4)c4c(c3c2ncn1-c1ccccc1)CCCC4
#28 C=CCN1C(=O)S/C(=C\c2ccc(N3CCOCC3)cc2C)C1=O
#29 COC(=O)c1ccc(S(=O)(=O)N2CCCC2)o1
#30 CC(Oc1ccc(Cl)cc1Cl)C(=O)NCCCN(C)C (configuration not stated)
#31 Cn1ncc(Br)c1C(=O)NC12CC3CC(CC(C3)C1)C2
#32 O=C(Nc1ccc(F)cc1)N1CCOCC1
screen / no.,25,26,27,28,29,30,31,32
S1P4 antagonist,26,-5,9,-4,-10,-16,-7,-28
S1P4 ag,-1.1,1.7,0.3,-1.3,-2.1,-1.7,0.4,0.3
RBBP9 inh,-8,-11,-9,1,-10,6,1,-8
NPY-Y2 PAM-ag,-13,12,-29,-11,3,7,2,12
Ba/F3 V617F tox,3,3,5,-4,-3,-5,0,-2
NPY-Y1 antag,nt,-1,9,10,0,3,1,-2
BaF3 parental,2,1,7,2,12,0,6,1
NPY1 pot ag,-16,18,-28,-24,7,2,18,-11
Runt-CBFb FRET,5,-6,-2,-2,-2,0,-4,1

#33 CCC(=O)/C(=C(/O)c1ccccc1)c1nc2ccccc2[nH]1
#34 Cc1ccc(-c2ccc(/C=N/N3C(=O)C4C5C=CC(CC5)C4C3=O)o2)c([N+](=O)[O-])c1 (configuration not stated)
#35 COCc1[nH][nH]c(=O)c1C=Nc1ccccc1
#36 O=C(N1CCOCC1)N(CCN1CCOCC1)Cc1cccc2ccccc12
#37 COc1ccc(C2(C(=O)N3CCCC3)CCOCC2)cc1OC
#38 CC(C)(C)c1ccc(OCc2ccc(C(=O)NN)o2)cc1
#39 C=CCN1C(=O)C(Cc2ccc(C)cc2)S/C1=N/N=C/c1ccco1 (configuration not stated)
#40 Cc1cc(NS(=O)(=O)c2ccc(NC(=O)c3cnc4scc(C)n4c3=O)cc2)nc(C)n1
screen / no.,33,34,35,36,37,38,39,40
S1P4 antagonist,-6,-7,-6,-17,-5,-2,-4,0
S1P4 ag,12*,-3.3,-6.6,0.9,0.3,1.3,-1.1,-0.3
RBBP9 inh,-12,-2,3,2,-10,-19,-1,-2
NPY-Y2 PAM-ag,17,-7,-1,-4,-4,-12,-9,-18
Ba/F3 V617F tox,-2,-5,-2,-2,-1,2,-2,-1
NPY-Y1 antag,9,4,1,5,-5,nt,1,-4
BaF3 parental,2,1,3,4,4,3,1,6
NPY1 pot ag,-4,-17,7,-12,4,-28,-28,10
Runt-CBFb FRET,0,11,0,2,0,0,5,0

#41 COc1cccc(C2=NOC(C(=O)Nc3cc(OC)c(OC)c(OC)c3)C2)c1 (configuration not stated)
#42 CC(=O)Nc1ccc(S(=O)(=O)N2CCCc3ccccc32)cc1
#43 COC(=O)c1ccccc1NC(=O)CSc1nnc(-c2cccnc2)n1N
#44 CCc1ccc2[nH]c3nc(SCc4nnc(-c5ccc(C)cc5)o4)nnc3c2c1
#45 O=C(NCc1cccs1)C1CCN(S(=O)(=O)c2cccc3nsnc23)CC1
#46 COC(=O)Nc1ncc(CN2CCC(c3ccccc3)CC2)s1
#47 C#CCNC(=O)C1=C[C@@H](C)C[C@@H](OCc2ccc(CO)cc2)O1
#48 Cc1c(C=O)cnn1CCC(=O)O
screen / no.,41,42,43,44,45,46,47,48
S1P4 antagonist,1,3,-1,-28,-16,-13,5,-15
S1P4 ag,1.6,0.3,0.6,1.8,0.6,-0.2,0.6,1.4
RBBP9 inh,-2,-6,-6,-3,4,3,4,4
NPY-Y2 PAM-ag,-17,4,4,-7,-3,-1,-2,-8
Ba/F3 V617F tox,0,22,1,-1,2,2,-2,-1
NPY-Y1 antag,0,-1,-2,-1,3,-2,-2,0
BaF3 parental,6,20,2,4,4,0,-2,3
NPY1 pot ag,-17,1,0,2,20,-1,-15,-1
Runt-CBFb FRET,-2,0,4,-2,0,-2,0,nt

#49 NS(=O)(=O)c1ccc(N=C2C(=O)Nc3ccccc32)cc1
#50 CCOC(=O)CSc1nnc(CSc2nc3ccccc3s2)n1C
#51 O=C(/C=C/c1ccc(S(=O)(=O)N2CCOCC2)cc1)N1CCN(c2ccc(F)cc2)CC1
#52 COc1ccc(OC)c(NC(=O)C2CCC(CNc3c(N4CCC(C)CC4)c(=O)c3=O)CC2)c1 (configuration not stated)
#53 CCC1Oc2ccc(C)cc2N(CC(=O)N2CCN(c3ccc(F)cc3)CC2)C1=O (configuration not stated)
#54 CC(=O)N(C)c1ccc(OCC(O)Cn2c3ccc(Cl)cc3c3cc(Cl)ccc32)cc1 (configuration not stated)
#55 CCc1ccccc1N(CC(=O)OC)S(C)(=O)=O
#56 c1ccc(CCNc2ncnc3sccc23)nc1
screen / no.,49,50,51,52,53,54,55,56
S1P4 antagonist,-5,-3,-2,-18,-14,10,-22,-14
S1P4 ag,6.3,1.2,0.3,-1.1,0.1,-0.5,0.3,0.1
RBBP9 inh,1,-7,-2,3,-7,-18,-9,-5
NPY-Y2 PAM-ag,7,-17,3,13,3,29,-14,12
Ba/F3 V617F tox,-4,2,-1,-4,0,4,0,6
NPY-Y1 antag,nt,8,nt,3,-2,-7,4,-2
BaF3 parental,3,6,0,8,9,7,3,13
NPY1 pot ag,16,1,20,8,-6,38,-7,8
Runt-CBFb FRET,1,0,-2,1,-3,2,0,0

#57 Cc1ccc(Sc2nc(-c3ccccc3)ccc2C#N)cc1
#58 CC12CCC(=O)N1C(C(=O)OCC(=O)Nc1ccc(Cl)c(Cl)c1)CS2 (configuration not stated)
#59 NC(=O)NC(=O)CSc1cccc(C(F)(F)F)c1
#60 CN(C)C(=O)CCC(=O)N1CCCC(C(=O)c2ccc3c4c(cccc24)CC3)C1 (configuration not stated)
screen / no.,57,58,59,60
S1P4 antagonist,-16,-13,-2,5
S1P4 ag,1.6,-1.2,0.8,0.7
RBBP9 inh,-4,-6,2,-9
NPY-Y2 PAM-ag,-9,-26,8,2
Ba/F3 V617F tox,-2,5,-1,6
NPY-Y1 antag,6,1,4,4
BaF3 parental,1,8,3,4
NPY1 pot ag,-42,15,-10,-16
Runt-CBFb FRET,-2,1,-1,2
